Screening results deposited in PubChem BioAssay by National Center for Advancing Translational Sciences (NCATS).
TexasRed autofl: compounds fluorescent in Texas Red spectral region; Compound fluorescence, Texas Red channel, 547/618 nm; hits give high values; 0.06% of 59,000 active; max dye-equivalent concentration, M; in the data active = max dye-equivalent concentration above about 10 nM; inconclusive = between about 1.1 nM and that limit
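Pin-transferred compounds and Texas Red standards go into 100 mM Tris buffer, pH 8.0. After 15 min at room temperature, plates are imaged with 547/618 nm filters. Each value is a dye-equivalent concentration derived from the per-plate dye curve.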
Luciferase inh: inhibitors of firefly luciferase. P08659. purified firefly luciferase, luminescence, 8 min. Potency, µM (doses to about 57.1 µM), without a hit: top-dose activity change, negative = inhibition, hits mostly inhibitors. 2.2% of 72,000 active; also: potency is read from the fitted curve at half-maximal effect; % is scaled to controls: 0 for no effect and ±100 for the full control effect; nearly all actives have a fitted effect of over 40% in size
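qHTS concentration-response profiling: light output of P. pyralis luciferase with luciferin and 10 uM ATP, imidazole buffer pH 7.2. Read by luminescence after 8-min room-temperature incubation.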
Casp1 inh: allosteric or competitive inhibitors of human caspase-1; P29466; Caspase-1 enzyme, Ac-WEHD-AFC fluorogenic rate; Potency, µM (series often up to 57.5 µM), for the others: at the top dose activity change, negative = inhibition, actives largely listed as inhibitors; 0.03% of 75,000 active;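 also: potency is read from the fitted curve at half-maximal effect; plate controls were vehicle for no effect and no substrate for full effect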
Target sequence (P29466 120-297 limits assumed): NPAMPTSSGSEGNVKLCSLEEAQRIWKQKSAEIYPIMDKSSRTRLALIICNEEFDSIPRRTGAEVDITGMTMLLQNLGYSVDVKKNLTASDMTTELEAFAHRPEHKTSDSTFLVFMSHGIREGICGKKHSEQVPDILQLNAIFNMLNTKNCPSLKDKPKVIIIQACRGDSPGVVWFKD
Target sequence (P29466 317-404 limits assumed): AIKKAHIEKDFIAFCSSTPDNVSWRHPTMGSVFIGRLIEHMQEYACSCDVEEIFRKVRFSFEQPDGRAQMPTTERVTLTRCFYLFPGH
ERK AVP inh: inhibitors of vasopressin-stimulated ERK signaling pathway; 0.99% of 72,000 active; HEK293-V1b, vasopressin-stimulated pERK AlphaScreen; Potency, µM (titrated, usually from 57.5 µM), inactives show top-dose activity, negative = inhibition, usual class: inhibitors; also: potency is read from the fitted curve at half-maximal effect; % is scaled to controls: 0 for no effect and ±100 for the full control effect; nearly all actives have a fitted effect of over 55% in size
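qHTS, compounds titrated on V1b-expressing HEK293 cells. Preincubation 30 min at 37C, vasopressin 25 nM for 5 min, lysis 10 min, bead incubation 5 hr at room temperature.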
Fluorescein autfl: compound autofluorescence in fluorescein spectral region; Compound autofluorescence, 480/540 nm, fluorescein-equivalent; hits give high values; max fluorescein-equivalent concentration, M; 0.91% of 59,000 active; AID 593; in the data active = max fluorescein-equivalent concentration above about 10 nM; inconclusive = between about 1.1 nM and that limit
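First, buffer (100 mM Tris, pH 8.0) dispensed; second, compounds and fluorescein standards pinned in; third, 15 min room-temperature incubation; finally, imaging at ex 480 nm/em 540 nm. Fluorescence normalized against the six-point fluorescein curve.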
Rhodamine autofl: rhodamine region autofluorescence; Rhodamine-region fluorescence, 547/598 nm, Tris buffer; hits give high values; max dye-equivalent concentration, M; 0.05% of 59,000 active; AID 594; in the data active = max dye-equivalent concentration above about 11 nM; inconclusive = between about 1.1 nM and that limit
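Intrinsic compound fluorescence, ex 547 / em 598 nm, CCD imager. Tris 100 mM pH 8.0; 15 min RT. Output = rhodamine dye-equivalent concentration at each compound concentration.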
HADH2 inhib: HADH2 (human) dehydrogenase inhibition; recombinant HADH2, NADH fluorescence, beta-hydroxybutyryl-CoA; Potency, µM (top dose mostly 57.1 µM), for inactives: at the top dose activity change, negative = inhibition, usual class: inhibitors; 3.4% of 73,000 active; AID 886; also: potency is read from the fitted curve at half-maximal effect; % is scaled to controls: 0 for no effect and ±100 for the full control effect; nearly all actives have a fitted effect of over 60% in size; many of its hits are not listed in these tables
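Buffer 100 mM Tris-HCl pH 9.0/0.01% Tween-20; HADH2 20 nM; NAD+ 1 mM; beta-hydroxybutyryl-CoA 90 uM (all final). 15 min cpd preincubation, RT.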
HEK293 cAMP cs: parental HEK293 cAMP activation (counter-screen); Potency, µM (series often up to 57.1 µM), for the others: at the top dose activation, hits mostly activators; parental HEK293 CNG cAMP sensor, membrane potential fluorescence; AID 938; 2.5% of 73,000 active; also: potency is read from the fitted curve at half-maximal effect; % of control where 0% means no effect; nearly all actives have a fitted effect of over 55% in size
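Counterscreen for endogenous-receptor signalling: CNG-channel HEK 293 cells report cAMP rise by membrane depolarization. After 60 min dye equilibration with 100 uM RO 20-1724, compounds incubated 30 min before bottom-read fluorescence at 590 nm.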
Caspase-7 inhib: caspase-7 (human) inhibition, allosteric or competitive | recombinant caspase-7, Ac-DEVD-AFC fluorescence rate | Potency, µM (doses to about 57.5 µM), without a hit: at the top dose activity change, negative = inhibition, most hits filed as inhibitors | 0.02% of 75,000 active | AID 889; active = well fitted inhibition curve with a large enough effect in the main read-out, with a control signal flat, not every such curve was filed as active; inconclusive = small, poorly fitted or top-dose-only effect, or a change in a side signal; also: potency is read from the fitted curve at half-maximal effect; % of control where 0% means no effect
USP2a inhib: USP2a (human) protease inhibition; 0.1% of 60,000 active; O75604; Potency, µM (highest dose often 38.3 µM), inactives show at the highest dose activity change, negative = inhibition, usual class: inhibitors; USP2a enzymatic assay, qHTS inhibition;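 also: potency is read from the fitted curve at half-maximal effect; nearly all actives have a fitted effect of over 60% in size; plate controls were DMSO for no effect and NEM full inhibition control for full effect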
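USP2 core (20nM final) preincubated 30 min RT with compound, then Ub-PLA2 20nM and NBD C6-HPC 20uM final added; buffer 20mM Tris-HCl pH 8.0, 2mM CaCl2. Fluorescence Ex 460/Em 535 read at 0 and 2.5 h; normalized to NEM.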
Tau filament bind: tau filament binding; recombinant tau filaments, thioflavin S fluorescence, 15 h; filaments grown with octadecylsulfate alongside compound; Potency, µM (highest dose often 57.1 µM), inactives show top-dose activity change, negative = inhibition; 2% of 71,000 active; AID 596;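 also: potency is read from the fitted curve at half-maximal effect; % is scaled to controls: 0 for no effect and ±100 for the full control effect; actives lower thioflavin S fluorescence by blocking filaments or displacing dye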
Target sequence (P10636 whole entry, looked up): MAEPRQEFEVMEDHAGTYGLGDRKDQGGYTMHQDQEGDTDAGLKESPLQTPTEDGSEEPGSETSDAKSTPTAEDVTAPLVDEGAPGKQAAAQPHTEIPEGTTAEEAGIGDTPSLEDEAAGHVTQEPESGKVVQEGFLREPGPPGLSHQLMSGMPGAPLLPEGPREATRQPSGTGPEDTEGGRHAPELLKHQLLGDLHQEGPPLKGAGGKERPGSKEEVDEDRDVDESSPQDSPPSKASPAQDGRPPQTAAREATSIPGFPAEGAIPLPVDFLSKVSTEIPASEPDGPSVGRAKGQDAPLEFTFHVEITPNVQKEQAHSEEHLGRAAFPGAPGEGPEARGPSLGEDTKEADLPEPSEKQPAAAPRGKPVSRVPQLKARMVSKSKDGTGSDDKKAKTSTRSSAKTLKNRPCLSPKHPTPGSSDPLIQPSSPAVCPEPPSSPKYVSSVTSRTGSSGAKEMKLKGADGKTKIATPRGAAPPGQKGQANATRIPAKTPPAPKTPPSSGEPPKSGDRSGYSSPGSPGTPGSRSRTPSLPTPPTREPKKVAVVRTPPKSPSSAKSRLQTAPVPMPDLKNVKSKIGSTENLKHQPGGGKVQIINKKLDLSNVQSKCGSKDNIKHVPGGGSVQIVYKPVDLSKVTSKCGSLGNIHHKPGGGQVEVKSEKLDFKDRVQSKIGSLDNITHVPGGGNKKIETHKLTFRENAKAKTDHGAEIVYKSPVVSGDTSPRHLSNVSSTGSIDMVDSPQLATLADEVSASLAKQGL
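ThS-based fibril read: tau 1 uM final, inducer ODS 30 uM final, 37 C for 15 h, ex 450/em 510 nm.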
* marks the source's active call; other numbers are inactive results; i = inactive; ? = inconclusive; nt = not tested or not shown; [ ] = remark or other dose. Unless noted, calls follow the shape of the dose curve; as a rule, active = well fitted curve in the direction sought with a large enough effect; inconclusive = small, poorly fitted or top-dose-only effect, or another doubt; inactive = no such curve, though single readings can be large; an effect the other way counts as inactive or inconclusive. Some of the compounds tested; the hit share may differ from the screen's.

SMILES | TexasRed autofl | Luciferase inh | Casp1 inh | ERK AVP inh | Fluorescein autfl | Rhodamine autofl | HADH2 inhib | HEK293 cAMP cs | Caspase-7 inhib | USP2a inhib | Tau filament bind
CC(=O)N[C@@H]1CONC1=O | i | -1.0%[11.4 µM] | -2.2%[11.5 µM] | 17.6%[11.5 µM] | ? | i | -4.5%[11.4 µM] | 1.7%[11.4 µM] | -0.2%[11.5 µM] | nt | 4.2%[11.4 µM]
CC(=O)O[C@]12CC[N@+]3(C)CCCC[C@@H]3[C-]1Nc1ccccc12 | i | 3.3%[11.4 µM] | -3.0%[11.5 µM] | -4.6%[11.5 µM] | ? | i | 13.3%[11.4 µM] | -7.8%[11.4 µM] | -7.9%[11.5 µM] | nt | 10.1%[11.4 µM]
Clc1ccc(CSc2nnc(Cn3cnc4ccccc43)o2)cc1 | i | -0.1% | -3.6% | 15.6% | i | i | -2.6% | ? | -1.8% | 14.5% | 6.7%
CC(C)CC(=O)N1CCN(Cc2cccc(F)c2)CC1 | nt | 1.5% | 1.2% | -7.7% | nt | nt | -2.3% | 7.1% | -1.7% | -8.7% | 3.3%
CCN(CC)S(=O)(=O)c1cc(C(=O)OC)ccc1Cl | nt | 1.6% | -0.8% | 18.8% | nt | nt | -3.5% | ? | 0.3% | 9.2% | -4.8%
Cc1noc(C)c1S(=O)(=O)N1CCC(C(=O)N2CCC(C)CC2)CC1 | i | -0.2% | -1.3% | 17.9% | i | i | 8.3% | 4.9% | 0.2% | 11.5% | 4.0%
CCCn1c(=O)c(-c2ccccc2)c(O)c2ccccc21 | i | 0.9% | -3.2% | -7.1% | i | i | -2.3% | 9.5% | -0.9% | -8.4% | 0.6%
CCCCCSc1nnc(C)c(=O)[nH]1 | i | -2.7% | 0.7% | -1.4% | i | i | -1.1% | 3.2% | 0.4% | 2.4% | -8.4%
FC(F)(F)c1ccc(Sc2nnc(-c3cccs3)n2CC2CCCO2)nc1 (configuration not stated) | i | 3.2% | -0.6% | 13.4% | ? | i | 7.4% | -17.4% | -2.2% | 2.0% | -6.1%
CN(CC(=O)O)CC(=O)O | i | 1.4%[11.4 µM] | -1.6%[11.5 µM] | 0.3%[11.5 µM] | ? | i | -0.5%[11.4 µM] | -2.2%[11.4 µM] | 1.7%[11.5 µM] | nt | 5.2%[11.4 µM]
COc1ccccc1NC(NC(=O)c1ccco1)C(=O)c1ccccc1 (configuration not stated) | nt | -2.0% | -2.3% | -6.2% | nt | nt | -12.3% | 4.9% | -2.0% | 1.5% | 29.4%
CCC(C)NC(=O)CN(c1cc(C)ccc1OC)S(C)(=O)=O (configuration not stated) | i | 0.6% | 0.3% | -5.6% | i | i | 2.1% | 4.8% | 1.7% | nt | -3.3%
CCCC[C@@H]1C[C@H]1C(NC(=O)c1cccs1)c1ccc(-c2ccccc2)cc1 (some centres not stated) | nt | nt | -0.1% | 6.5% | nt | nt | 9.9% | 17.5% | -1.6% | nt | -11.7%
COC(=O)C1C(c2ccccc2)C(C(=O)N2CCOCC2)C1c1ccccc1 (configuration not stated) | ? | 2.1% | -0.6% | -2.8% | i | i | 3.2% | ? | 1.0% | 6.5% | 5.2%
Cc1ccc(CN2C(=O)C(C)(C)Oc3ccc(C(=O)N4CCCCC4)cc32)cc1 | i | 1.3% | -1.6% | -4.6% | ? | i | -4.2% | 25.1µM* | 1.8% | nt | 2.6%
Clc1cccc(CSc2nnc(-c3cccnc3)n2Cc2ccco2)c1 | i | -0.1% | -1.2% | -11.7% | i | i | -2.6% | ? | -1.9% | 2.5% | 8.4%
O=C(CS(=O)CC(=O)Nc1ccc(Cl)cc1)NCC1OCCc2ccccc21 (configuration not stated) | i | -0.4% | -1.5% | ? | i | i | 3.1% | 30.0% | 1.4% | nt | -3.3%
Nc1ncnc2c1ncn2CCN1CCCCC1 | ? | 2.1% | 0.0% | -18.0% | i | i | 4.9% | 2.9% | 1.2% | -4.1% | 7.3%
CCOC(=O)CC(=O)CSc1nc(C)cc(-c2cccnc2)c1C#N | ? | 0.5% | -5.0% | -6.3% | i | i | -2.1% | 2.9% | -5.8% | 7.6% | 5.6%
Cc1cccc(C)c1OCC(=O)Nc1ncn[nH]1 | i | -7.0% | 0.6% | -8.3% | ? | i | 2.3% | 9.3% | -2.6% | -6.2% | 0.1%
CCC1Oc2ccccc2N(CC(=O)NCCCN2CCOCC2)C1=O (configuration not stated) | nt | 2.5% | -1.4% | -6.7% | nt | nt | 7.4% | 7.0% | -1.8% | nt | -19.0%
CCCC(=O)Nc1cccn(Cc2ccccc2Br)c1=O | ? | -0.3% | -11.1% | -2.9% | ? | i | -15.6% | ? | -8.7% | 7.4% | -8.0%
CC1C=CCCOC1c1ccccc1 (configuration not stated) | nt | nt | -0.8%[11.5 µM] | 9.6%[11.5 µM] | nt | nt | 2.2%[11.4 µM] | 0.6%[11.4 µM] | 0.2%[11.5 µM] | nt | nt
Cn1c(CCN2CCCCC2)nc2cc(NC(=O)C3CCCCC3)ccc21 | i | 2.9% | -3.5% | -6.2% | i | i | 16.1% | 9.8% | -0.2% | 4.3% | 9.2%
N=c1nc(N)nc(N)n1-c1ccc(S(N)(=O)=O)cc1 | i | 3.9%[11.4 µM] | -1.8%[11.5 µM] | -18.8%[11.5 µM] | i | i | 1.5%[11.4 µM] | -3.3%[11.4 µM] | -1.5%[11.5 µM] | nt | 0.1%[11.4 µM]

More records
SMILES | TexasRed autofl | Luciferase inh | Casp1 inh | ERK AVP inh | Fluorescein autfl | Rhodamine autofl | HADH2 inhib | HEK293 cAMP cs | Caspase-7 inhib | USP2a inhib | Tau filament bind
CC(=O)Nc1ccc(OC/C=C(\C)Cl)cc1 | nt | 2.5% | 0.1% | -4.1% | nt | nt | -9.7% | -8.5% | -0.1% | 1.5% | -4.9%
CCCS(=O)(=O)N1CCCC(C(=O)NCCN(Cc2ccccc2)C(C)C)C1 (configuration not stated) | i | 3.2% | -0.4% | -2.9% | i | i | 3.0% | 7.6% | 1.9% | 3.9% | 3.4%
Cc1cc(C)c2oc(=O)cc(CN3CCOCC3)c2c1 | ? | -3.2% | -1.0% | -2.2% | i | i | 8.2% | 15.4% | 1.1% | 10.8% | -14.5%
COc1cc2[nH]c3c(N4CCN(c5ccc(Cl)cc5)CC4)ncnc3c2cc1OC | i | -1.5% | -3.1% | -16.0% | ? | i | -7.6% | -38.6%[inhibitor] | -1.7% | 35.3%[activator] | 335.3%
Cc1cccc(C)c1NC(=O)COC(=O)c1nonc1N | i | -29.6% | 0.4% | 9.1% | i | i | -9.0% | 1.8% | -3.0% | -3.5% | -1.9%
Cc1ccc2c(C)nc(NC3=NCN(C(C)C)CN3)nc2c1 | i | 2.9% | 1.4% | 2.9% | i | i | 4.0% | -5.5% | 1.0% | 6.7% | 7.0%
Nc1ccccc1SCc1cn2ccccc2n1 | i | ? | 0.8% | ? | i | i | 8.1% | -0.1% | 0.5% | -5.2% | -8.0%
CCOCCCNCC(=O)Nc1ccc(OC(F)(F)F)cc1 | ? | 3.6% | 2.0% | -6.8% | nt | i | 1.3% | -1.0% | -0.5% | 3.8% | ?
CCOC(=O)c1cccc(NC(=O)N[C@@H](C)C(=O)OC)c1 | ? | -0.9% | -0.4% | 0.5% | ? | i | -1.6% | -16.6% | 0.6% | -2.3% | 6.6%
COc1ccc2c(c1)c(C(=O)CN1CCC3(CC1)OCCO3)c(C)n2C | i | 4.3% | 0.9% | 22.7% | i | i | 7.5% | 2.4% | -1.5% | 8.2% | 9.6%
COC(=O)CCS(=O)(=O)c1cc(Cl)ccc1Cl | nt | 2.9% | -1.2% | 59.8% | nt | nt | 15.7% | 26.8% | -0.9% | 0.0% | 2.7%
CCCCC(=O)Nc1ccc(C(=O)N2CCN(C)CC2)cc1 | i | -0.8% | -0.2% | -10.5% | ? | i | 9.3% | -0.3% | 2.4% | 0.9% | 10.2%
NCC(=O)N[C@H](CO)C(=O)O | i | -2.6%[11.4 µM] | 1.9%[11.5 µM] | -5.6%[11.5 µM] | i | i | -4.0%[11.4 µM] | 15.1%[11.4 µM] | 1.4%[11.5 µM] | nt | -16.9%[11.4 µM]
O=C1C(=O)N(CCO)C(c2cccc(F)c2)/C1=C(\O)c1ccc(Cl)cc1 (configuration not stated) | i | -0.7% | 1.1% | -1.8% | i | i | -11.2% | 16.2% | -1.5% | -0.5% | -12.7%
CCc1nc2scc(-c3ccccc3)c2c(=O)n1N | ? | -2.1% | 2.2% | ? | ? | i | ? | -13.1% | -3.6% | 23.8% | 3.2%
O=C(O)CC1SC(=O)N(Cc2ccccc2)C1=O (configuration not stated) | i | 3.8% | 0.4% | -13.3% | i | i | -8.1% | 2.7% | -0.3% | 1.4% | -9.4%
O=C(CSc1nc2ccccc2c(=O)n1Cc1ccco1)c1ccccc1 | ? | -1.9% | 0.7% | 10.6% | i | i | -11.9% | ? | -2.7% | 3.7% | i
